# Bioassay records deposited in PubChem BioAssay by The Scripps Research Institute Molecular Screening Center.
# IDE act = human IDE activators in live cells, primary screen, fluorescence polarization, HEK cells, FAbeta-B substrate | activation, % at 5.96 µM | AID 493087, 2011 | Insulin-degrading enzyme (Homo sapiens), P14735 | FAbeta-B cleavage; 0% vehicle, 100% cell-free pure enzyme wells | actives 0.073% (n = 340,000);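 active = activation above the mean of all tested compounds plus 3 SD, set per screening campaign, cut at about 17% in these data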
# Target sequence (P14735 whole entry, looked up): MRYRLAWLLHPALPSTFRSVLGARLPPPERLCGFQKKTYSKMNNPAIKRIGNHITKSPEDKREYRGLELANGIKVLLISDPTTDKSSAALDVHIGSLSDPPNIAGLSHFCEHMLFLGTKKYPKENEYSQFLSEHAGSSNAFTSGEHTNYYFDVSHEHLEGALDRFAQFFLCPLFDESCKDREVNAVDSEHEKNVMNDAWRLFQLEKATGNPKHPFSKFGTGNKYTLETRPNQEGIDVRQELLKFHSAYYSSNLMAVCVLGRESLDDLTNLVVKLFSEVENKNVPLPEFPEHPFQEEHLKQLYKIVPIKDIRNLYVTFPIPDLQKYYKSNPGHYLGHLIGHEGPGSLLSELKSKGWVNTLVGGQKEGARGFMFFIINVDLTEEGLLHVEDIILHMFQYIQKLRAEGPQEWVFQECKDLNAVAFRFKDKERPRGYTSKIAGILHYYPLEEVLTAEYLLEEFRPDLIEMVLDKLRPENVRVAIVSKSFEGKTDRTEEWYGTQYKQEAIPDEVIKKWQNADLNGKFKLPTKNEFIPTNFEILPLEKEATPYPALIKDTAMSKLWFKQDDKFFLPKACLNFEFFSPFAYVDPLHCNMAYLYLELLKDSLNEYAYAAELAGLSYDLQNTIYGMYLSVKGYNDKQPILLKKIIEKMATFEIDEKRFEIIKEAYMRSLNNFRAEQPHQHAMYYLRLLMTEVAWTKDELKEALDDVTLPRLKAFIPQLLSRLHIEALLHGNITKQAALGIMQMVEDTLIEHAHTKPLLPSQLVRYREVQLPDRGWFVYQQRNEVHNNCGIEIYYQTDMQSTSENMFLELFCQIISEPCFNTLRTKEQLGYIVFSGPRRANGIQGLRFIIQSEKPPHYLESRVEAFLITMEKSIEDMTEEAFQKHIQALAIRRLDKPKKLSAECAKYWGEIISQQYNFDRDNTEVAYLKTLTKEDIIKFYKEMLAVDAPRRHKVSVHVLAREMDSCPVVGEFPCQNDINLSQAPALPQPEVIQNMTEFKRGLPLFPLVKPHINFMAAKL
# The depositor's hits bear a star. A portion of the library; count on the stated rates, not on these rows.
> O=C(Cc1ccc(NC(=O)C2CCCN(C(=O)C3CCCCC3)C2)cc1)Nc1cccc(C(=O)N2CCCCC2)c1 (stereo not given)
  IDE act = 5
> CC(C)CC(NC(=O)OCc1ccccc1)C(=O)NC(Cc1ccccc1)C(=O)CCl (stereo not given)
  IDE act = -3
> CN(CCc1ccccc1)C(=O)c1cccc(NC(=O)Cc2cccc(NC(=O)C3CCCN(C(=O)CCc4ccccc4)C3)c2)c1 (stereo not given)
  IDE act = -1
> CN(CCc1ccccc1)C(=O)c1ccc(NC(=O)Cc2cccc(NC(=O)C3CCN(C(=O)C4CC4)CC3)c2)cc1
  IDE act = 5
> O=C(COC(=O)C12CC3CC(CC(O)(C3)C1)C2)Nc1ccc(OC(F)F)cc1
  IDE act = 2
> O=C(Nc1ccc(C(=O)N2CCCC2)cc1)C1CCCCC1
  IDE act = 4
> O=c1c2ccccc2sc2nc(CCl)nn12
  IDE act = -3
> Cc1ccc2c(CC(=O)N3CCN(S(=O)(=O)c4ccccc4)CC3)coc2c1
  IDE act = 3
> CC[C@]12c3[nH]c4ccc(OC)cc4c3CCN1C(=O)C(CC(=O)NC/C=C(\C)CCC=C(C)C)C[C@@H]2C(=O)N1CCN(C(=O)C2CC2)CC1 (stereo not given in full)
  IDE act = 0
> COc1cc(OC)nc(Oc2ccccc2C=O)n1
  IDE act = -2
> NC(CCC(=O)NC(CS)C(=O)NCC(=O)O)C(=O)O (stereo not given)
  IDE act = -3
> COC(=O)[C@@]1(Cc2ccccc2)[C@H]2C(=O)N(C)C(=O)[C@H]2[C@H]2CN=C(SC)N21
  IDE act = 4
> CC(C)(CC1(C)NC(=O)NC1=O)OCc1ccccc1 (stereo not given)
  IDE act = 4
> CC(C)Sc1nc(N)nc2c1ncn2C1OC(CO)C(O)C1O (stereo not given)
  IDE act = -1
> Cc1ccc(S(=O)(=O)N2CCN(C(=O)CN3CCN(c4ccc(O)cc4)CC3)CC2)cc1
  IDE act = -11
> Cc1cn(CC(C)C)c(=O)n(-c2ccccc2)c1=O
  IDE act = 4
> C[N+](C)(CCOc1ccccc1)Cc1ccccc1
  IDE act = -4
> Cc1cc(Cl)ccc1OCC(=O)OCC(=O)NCCNC(=O)COC(=O)COc1ccc(Cl)cc1C
  IDE act = 10
> O=C(Cc1ccc(F)cc1)N[C@@H]1c2ccccc2CC[C@@H]1O
  IDE act = 6
> O=[N+]([O-])c1cc(S(=O)(=O)Oc2ccccc2)ccc1Cl
  IDE act = -2
> Fc1ccc(-c2nnc(-c3ccc4ccccc4c3)o2)cc1
  IDE act = 6
> CC(OC(=O)CSCC(=O)Nc1ccc(Cl)cc1)C(=O)N(C)Cc1ccccc1 (stereo not given)
  IDE act = 0
> O=C(O)c1ccc(N=C2c3ccccc3-c3ccccc32)cc1
  IDE act = -5
> Cc1nn(-c2ccccn2)c2c1C(=O)CC(C)(C)C2N=[N+]=[N-] (stereo not given)
  IDE act = 6
> O=C(OCC(=O)N1CCN(c2ccccc2)CC1)C1CCCN1S(=O)(=O)c1ccc(Cl)cc1 (stereo not given)
  IDE act = -8

> COc1ccc(-n2c(N)cc(=O)nc2SCC(=O)NC2CCCCC2)cc1
  IDE act = 1
> CC(=NNc1nc2ccccc2s1)c1ncccn1
  IDE act = -3
> CN(C(=O)c1cccc(NC(=O)Cc2cccc(NC(=O)C3CCN(C(=O)C4CCCCC4)CC3)c2)c1)C1CCC1
  IDE act = 3
> Cn1c(=O)c2[nH]c(SCCN3CCOCC3)nc2n(C)c1=S
  IDE act = 1
> CCOc1ccccc1C1NC(=O)c2ccccc2N1 (stereo not given)
  IDE act = 3
> C=CCOC(=O)C(C(=O)Cc1ccccc1)c1ccccc1 (stereo not given)
  IDE act = 2
> COc1cc(=O)oc(CCC(C)O)c1C (stereo not given)
  IDE act = 3
> CCN(CC)CCCC(C)n1c2nc(=O)[nH]c(=O)c-2nc2cc(Cl)ccc21 (stereo not given)
  IDE act = 75*
> COC(=O)c1cc2c(n(-c3ccccc3)c1=O)CCCC2=O
  IDE act = 4
> COc1ccc(CC(=O)Nc2cc(S(C)(=O)=O)ccc2Cl)cc1S(=O)(=O)N1CCOCC1
  IDE act = 5
> CSCCC(NC(=O)c1ccco1)C(=O)N(C)CC(=O)Nc1ccccc1Br (stereo not given)
  IDE act = 7
> Oc1ccc(C[C@H]2CNC(=S)N2CC2CCCN2C[C@H](Cc2ccc(O)cc2)N2C[C@H](Cc3ccc(O)cc3)N(CC3CCCCCC3)C2=S)cc1 (stereo not given in full)
  IDE act = 1
> O=C1C2CCCCN2C(=O)N1CCN1CCN(c2cccc(Cl)c2)CC1 (stereo not given)
  IDE act = -4
> C#CCOCCOCCOCCNc1nc(N2CCN(C(=O)[C@H](CCCCN)n3cc(CC(C)O)nn3)CC2)nc(N2CCN(C(=O)[C@H](Cc3ccc(O)cc3)n3cc(CCO)nn3)CC2)n1 (stereo not given in full)
  IDE act = -4
> CC(C)C[C@@H](CNCC(=O)[C@H](C)NC(=O)c1[nH]cnc1C(=O)N[C@H](CN)CC(C)C)NC(=O)c1nc[nH]c1C(=O)N[C@@H](C)C(=O)O
  IDE act = 3
> CC(=O)Nc1cc2c3ccccc3n(C)c2cc1[N+](=O)[O-]
  IDE act = 7
> COc1ccc(NC(=O)CN(C)C(=O)c2ccc3ccccc3c2)cc1
  IDE act = 5
> COc1ccc(CC(=O)NCc2ccc(Cl)cc2)cc1S(=O)(=O)N1CCOCC1
  IDE act = 1
> CN(C)CCN1C(=O)c2cccc3cc([N+](=O)[O-])cc(c23)C1=O
  IDE act = 8
> O=C(COC(=O)c1n[nH]c(=O)c2ccccc12)Nc1ccccc1
  IDE act = 6
> COc1ccc(C(CNC(=O)CNC(=O)c2cccc(C)c2)N2CCCCC2)cc1 (stereo not given)
  IDE act = 1
> O=S(=O)(c1cccc2ccccc12)N1CCC2CC1c1cc(Cl)ccc12 (stereo not given)
  IDE act = 1
> Nc1ccc(-c2cnc(N)c(C(=O)c3cccnc3)n2)cn1
  IDE act = 4
> CCN(C(=O)CN1CCC(C)CC1)c1c(N)n(Cc2ccccc2)c(=O)[nH]c1=O
  IDE act = -5
> CC(=O)Nc1cccc(/C(C)=N/Nc2ccc(S(=O)(=O)Nc3ccccc3C(=O)O)cc2[N+](=O)[O-])c1
  IDE act = 2

# No new results follow: an excerpt of the list.
> COc1ccc(-n2c(N)cc(=O)nc2SCC(=O)NC2CCCCC2)cc1
  IDE act = 1
> CC(=NNc1nc2ccccc2s1)c1ncccn1
  IDE act = -3
> CN(C(=O)c1cccc(NC(=O)Cc2cccc(NC(=O)C3CCN(C(=O)C4CCCCC4)CC3)c2)c1)C1CCC1
  IDE act = 3
> Cn1c(=O)c2[nH]c(SCCN3CCOCC3)nc2n(C)c1=S
  IDE act = 1
> CCOc1ccccc1C1NC(=O)c2ccccc2N1 (stereo not given)
  IDE act = 3

# Next section
> Nc1cccc2c1C(=O)c1ccc(Cl)cc1C2=O
  IDE act = -6
> C=CCOC(=O)c1ccccc1C(=O)OCC1CO1 (stereo not given)
  IDE act = 4
> Cc1ccc(OCC(=O)NNC(=O)CSC(=S)N2CCCC2)cc1
  IDE act = -1
> NC(=O)NC[C@@H]1CC[C@@H](Cc2ccc(-c3ccccc3)cc2)O1
  IDE act = -3
> O=C(Cc1ccccc1)NC(CSSCC(NC(=O)Cc1ccccc1)C(=O)O)C(=O)O (stereo not given)
  IDE act = -3
> O=C(Cc1cccc(NC(=O)C2CCCN(C(=O)c3ccccc3)C2)c1)Nc1cccc(C(=O)N2CCOCC2)c1 (stereo not given)
  IDE act = 1
> Cc1ccc(NC2CNC(=O)NC2=O)cc1C (stereo not given)
  IDE act = 0
> [O-]C(=C(C(=S)Nc1cccc2ccccc12)[n+]1cccc(CO)c1)c1ccc(Cl)s1
  IDE act = -4
> N#Cc1cn(Cc2ccco2)c(=O)[nH]c1=O
  IDE act = 1
> O=C1NC(=O)C2(N1)c1ccccc1-c1ccccc12
  IDE act = 6
> CCc1ccc2c(COC(=O)C3CC(=O)N(CCc4ccccc4)C3)cc(=O)oc2c1 (stereo not given)
  IDE act = -1
> COc1cc(C(=O)c2ccc3c(c2)OCO3)cc(OC)c1OC
  IDE act = -1
> Cc1ccccc1C1CC(=O)c2ccccc2C1C (stereo not given)
  IDE act = 4
> CC(=O)Nc1cccc2c1Cc1cc([N+](=O)[O-])ccc1-2
  IDE act = -1
> O=C(CN1CCN(S(=O)(=O)c2ccc3c(c2)OCCO3)CC1)Nc1ccccc1Br
  IDE act = 4
> Cc1ccccc1NC(=O)COC(=O)CC1CCCC1
  IDE act = 3
> C[C@H](NS(=O)(=O)c1ccc(Cl)cc1)C(=O)OCC(=O)Nc1cc(S(=O)(=O)N2CCOCC2)ccc1Cl
  IDE act = 4
> CC(=O)Nc1ccc2c(c1)[nH]c(=O)c1ccccc12
  IDE act = -3
> Cc1ccc(S(=O)(=O)N2CCN(CC(=O)NC(C)c3ccccc3)CC2)cc1 (stereo not given)
  IDE act = 2
> Cc1ccnc(NC(=O)CN2C(=O)NC(C)(c3ccc4ccccc4c3)C2=O)c1 (stereo not given)
  IDE act = 3
> CC(=O)Nc1cccc(OCC(=O)Nc2cccc(S(=O)(=O)N3CCCC3)c2)c1
  IDE act = -7
> Cc1nnc2sc(SCC(=O)N3CCc4ccccc43)nn2c1=O
  IDE act = -7
> COc1ccc(O)c(C(=O)CC(=O)c2cccnc2)c1
  IDE act = -4
> COc1ccccc1N(C)S(=O)(=O)c1ccc(C(=O)Nc2ccc(C)cc2C)cc1
  IDE act = -3
> O=C1NC(=O)C2(CCCCCC2)N1
  IDE act = -5

smiles | IDE act
O=C(CCN1C(=O)c2ccccc2S1(=O)=O)NCc1ccccc1Cl | -3
CON(C)S(=O)(=O)c1cccc(C(=O)Nc2cccc(S(=O)(=O)NC3=NCCCCC3)c2)c1 | 1
Cc1cc(=O)[nH]c(NN=Cc2cc(Br)ccc2O)n1 | 3
COc1ccc(CN2CCC3CC2c2cc(Cl)ccc23)cc1 (stereo not given) | -3
O=c1c2ccccc2oc2cc(Br)ccc12 | -1
CCN(CC)S(=O)(=O)c1ccc(N2CC(C(=O)NCCc3c[nH]c4ccccc34)CC2=O)cc1 (stereo not given) | 3
CCOc1ccc(C2OCCC(C)O2)cc1OC (stereo not given) | 8
O=C(CNC(=O)OCc1ccccc1)NC1(C(=O)O)CCCC1 | 2
COc1ccc(C2CCCCCN2C(=O)C2CCN(S(=O)(=O)c3cccc(C(C)=O)c3)CC2)cc1 (stereo not given) | 3
CC(C)[C@H](NC(=O)OCc1ccccc1)C(=O)OCC(=O)N1C(C)CCCC1C (stereo not given in full) | 1
COc1ccc(CCn2c(=N)c(C(=O)NCc3ccco3)cc3c(=O)n4ccccc4nc32)cc1OC | -8
CCN(CC)C(=O)[C@H]1C[C@H](CC(=O)NC/C=C(\C)CCC=C(C)C)C(=O)N2CCc3c([nH]c4ccc(Cl)cc34)[C@]12C | 2
CC(=O)Nc1ccc(S(=O)(=O)NC(C)C(=O)NCC(c2ccco2)N(C)C)cc1 (stereo not given) | 5
COc1ccc(CN(C)CCCn2cnc3c(OCc4ccccc4)ncnc32)cc1 | -2
NC(=O)c1cc(Sc2ccccc2)nc2ccccc12 | 3
O=C1C(c2ccccc2)C2C=CC(C2)N1O (stereo not given) | 11
COCCCN(C(=O)CSCC(=O)Nc1ccc(C)cc1)c1c(N)n(Cc2ccccc2)c(=O)[nH]c1=O | 0
CCOC(=O)C1=CN(Cc2ccc(Br)cc2)S(=O)(=O)N(C)C1C (stereo not given) | 0
Nc1c(C(=O)CSc2nnnn2-c2ccc(O)cc2)c(=O)[nH]c(=O)n1C1CC1 | 4
CC(C)[C@@H](N)C(=O)NC[C@H]1O[C@@H](n2cnc3c(N)ncnc32)[C@H](O)[C@@H]1O | 7
O=C(CNC(=O)c1ccc(Br)o1)NNC(=O)c1ccccc1 | -2
Cn1c(COc2ccccc2)nnc1SCC(=O)Nc1nnc(C2CC2)s1 | 6
Cc1ccc(CC2(c3ccccc3)NC(=O)NC2=O)cc1 (stereo not given) | -2
NS(=O)(=O)c1ccc(CNC(=S)Nc2cc(S(=O)(=O)N3CCOCC3)ccc2Cl)cc1 | -1
CCCCn1c(N)c(N(CCOC)C(=O)CCCn2c(=O)oc3ccccc32)c(=O)[nH]c1=O | 0

smiles | IDE act
CC(=O)OC1CC2(C)C(C(C)=O)CCC2C2CCC3=CC(=O)CCC3(C)C12 (stereo not given) | -24
CNc1nc(NC)c2cn[nH]c2n1 | -2
CN(C)CCNC(=O)c1cccc2ccc(-c3ccc(-c4ccccc4)cc3)nc12 | 6
O=C(C=Cc1cccc(Cl)c1)c1ccccc1 | 2
CN(Cc1ccccc1)C(=O)c1cccc(NC(=O)Cc2cccc(NC(=O)C3CCN(C(=O)C4CC4)CC3)c2)c1 | 3
NC1(C(=O)O)CCCCC1c1ccccc1 (stereo not given) | 1
O=C1NC(c2ccccc2)C(c2ccccc2)N1 (stereo not given) | 4
COc1ccccc1CNC(=O)CCCN1C(=O)NC2(CCCC2)C1=O | 6
O=C1/C(=C/c2ccccc2)CCc2ccc(Cl)nc21 | 4
CCOC(=O)Nc1cc(N)ncn1 | 1
COc1ccc(S(=O)(=O)N2CCOC23CCN(S(=O)(=O)c2cccs2)CC3)cc1 | 3
CC(=O)Nc1ccc(C=NNC(=O)CCCC(=O)NN=Cc2ccc(NC(C)=O)cc2)cc1 | 4
COc1cc(OC)c2c(-c3ccccc3)cc(C3CCCCC3)nc2c1 | -2
CC(=O)NCc1ccc(S(=O)(=O)N2CCN(S(=O)(=O)c3ccc4ccccc4c3)CC2)cc1 | 4
COC(=O)C=CC(=NNc1ccccc1)c1ccccc1 | 1
F[B-](F)(F)c1cncc2ccccc12 | 4
c1ccc(COc2ncnc3c2ncn3CCCN2CCN(c3ccccn3)CC2)cc1 | -4
CCOC(=O)c1ccccc1NC(=O)COC(=O)CCNS(=O)(=O)c1cccs1 | -1
NS(=O)(=O)c1ccc(N2CCN(C(=O)C3COc4ccccc4O3)CC2)nc1 (stereo not given) | 3

# Laid out differently: results already given
IDE act	compound
4	O=C1NC(c2ccccc2)C(c2ccccc2)N1 (stereo not given)
1	CCOC(=O)Nc1cc(N)ncn1
3	NS(=O)(=O)c1ccc(N2CCN(C(=O)C3COc4ccccc4O3)CC2)nc1 (stereo not given)
1	NC1(C(=O)O)CCCCC1c1ccccc1 (stereo not given)
4	CC(=O)NCc1ccc(S(=O)(=O)N2CCN(S(=O)(=O)c3ccc4ccccc4c3)CC2)cc1
2	O=C(C=Cc1cccc(Cl)c1)c1ccccc1
